# Assay outcomes: PubChem, The Scripps Research Institute Molecular Screening Center
# TEAD-YAP inh – TEAD-YAP interaction inhibition; HEK-TIYL cells, TEAD-Gal4/YAP UAS-luciferase luminescence; inhibition, % at 9.12 µM; 640,000 tested, 1.4% active; AID 1259422; in the data active means inhibition above about 32%;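 further: 0% = median of test compound wells and 100% = reference inhibitor wells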
# FBW7 activator – human FBW7 E3 ligase activation, primary screen | AlphaScreen FBW7–phospho-cyclin E peptide binding, activator screen | normalized activity (activation), % at 26.1 µM | 650,000 tested, 0.13% active; in the data active means normalized activity above about 1.9%;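 further: purified mutant Fbw7 with reduced substrate affinity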
# MITF inh – blocks human microphthalmia-associated transcription factor | 650,000 tested, 0.91% active | O75030 | inhibition, % at 2.6 µM | AlphaScreen MITF homodimerization, bead proximity signal | AID 1259374; in the data active means inhibition above about 50%;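 further: 0% = vehicle wells with protein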
# Target sequence (O75030 whole entry, looked up): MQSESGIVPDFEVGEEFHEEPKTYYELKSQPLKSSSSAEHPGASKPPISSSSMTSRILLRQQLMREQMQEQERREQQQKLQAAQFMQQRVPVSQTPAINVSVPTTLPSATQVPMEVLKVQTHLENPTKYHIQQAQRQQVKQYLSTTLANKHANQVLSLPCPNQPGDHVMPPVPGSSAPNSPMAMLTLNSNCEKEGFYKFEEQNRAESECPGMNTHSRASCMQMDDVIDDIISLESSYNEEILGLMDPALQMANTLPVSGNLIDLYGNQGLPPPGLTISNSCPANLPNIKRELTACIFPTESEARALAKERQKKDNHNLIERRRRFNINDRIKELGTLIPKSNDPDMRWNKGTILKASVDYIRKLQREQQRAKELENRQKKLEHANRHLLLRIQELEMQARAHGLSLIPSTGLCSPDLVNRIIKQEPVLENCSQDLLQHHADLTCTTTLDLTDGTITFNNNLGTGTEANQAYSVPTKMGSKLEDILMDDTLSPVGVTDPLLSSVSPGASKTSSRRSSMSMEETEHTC
# GPR151 ag – activators of human GPR151 | Q8TDV0 | AID 1508602 | 650,000 tested, 1% active | PathHunter beta-arrestin GPR151 cells, luminescence | activation, % at 11.2 µM; in the data active means activation above about 4.9%;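 further: 0% = median of compound wells and 100% = cells with positive control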
# Target sequence (Q8TDV0 whole entry, looked up): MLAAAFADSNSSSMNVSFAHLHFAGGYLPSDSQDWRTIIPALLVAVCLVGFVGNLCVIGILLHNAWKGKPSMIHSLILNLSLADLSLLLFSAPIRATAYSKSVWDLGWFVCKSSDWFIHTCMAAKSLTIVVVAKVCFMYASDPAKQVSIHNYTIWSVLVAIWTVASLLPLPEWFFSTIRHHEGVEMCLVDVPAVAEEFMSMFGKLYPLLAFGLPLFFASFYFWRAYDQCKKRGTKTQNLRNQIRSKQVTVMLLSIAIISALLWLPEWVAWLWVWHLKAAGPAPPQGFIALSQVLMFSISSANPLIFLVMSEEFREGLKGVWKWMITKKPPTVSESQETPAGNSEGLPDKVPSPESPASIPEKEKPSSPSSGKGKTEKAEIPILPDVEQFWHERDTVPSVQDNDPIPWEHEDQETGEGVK
# The depositor's hits bear a star.
# The opening 7 records as a preview:
no.	smiles	TEAD-YAP inh	FBW7 activator	MITF inh	GPR151 ag
1	O=C(NCc1ccc(Cl)cc1)c1ccc(N2CC3CC(C2)c2cccc(=O)n2C3)c(NC(=S)Nc2ccc(Cl)cc2Cl)c1 (stereo not given)	-2	0.0	-7	0.0
2	O=C(Nc1ccc(Cl)cc1)c1cccc(Nc2nc(-c3ccccc3)c3cc(Cl)ccc3n2)c1	4	1.4	15	-1.1
3	Cc1ccc(C(=O)NC(=S)NCc2ccccc2)cc1	-3	0.5	14	0.9
4	c1ccc2c(c1)nc(NC1CCCC1)c1nnnn12	-3	-0.3	6	0.2
5	COc1cc(C(=O)Nc2cccc3ccccc23)c(-n2cnnn2)cc1OC	-2	-0.3	-1	1.2
6	CCCN(C(=O)C(c1ccccc1)c1ccccc1)C1CCN(C)CC1	2	0.0	7	-0.1
7	Cc1cc(NC(=O)CCC(=O)N(CC(=O)NC2CCCC2)c2ccc(C)c(F)c2)no1	8	0.1	11	-0.9

# All compounds of this part, repeating the preview:
no.	smiles	TEAD-YAP inh	FBW7 activator	MITF inh	GPR151 ag
1	O=C(NCc1ccc(Cl)cc1)c1ccc(N2CC3CC(C2)c2cccc(=O)n2C3)c(NC(=S)Nc2ccc(Cl)cc2Cl)c1 (stereo not given)	-2	0.0	-7	0.0
2	O=C(Nc1ccc(Cl)cc1)c1cccc(Nc2nc(-c3ccccc3)c3cc(Cl)ccc3n2)c1	4	1.4	15	-1.1
3	Cc1ccc(C(=O)NC(=S)NCc2ccccc2)cc1	-3	0.5	14	0.9
4	c1ccc2c(c1)nc(NC1CCCC1)c1nnnn12	-3	-0.3	6	0.2
5	COc1cc(C(=O)Nc2cccc3ccccc23)c(-n2cnnn2)cc1OC	-2	-0.3	-1	1.2
6	CCCN(C(=O)C(c1ccccc1)c1ccccc1)C1CCN(C)CC1	2	0.0	7	-0.1
7	Cc1cc(NC(=O)CCC(=O)N(CC(=O)NC2CCCC2)c2ccc(C)c(F)c2)no1	8	0.1	11	-0.9
8	COC(CNC(=O)c1ccc2c(c1)nc(C)n2-c1ccc(F)cc1F)OC	3	0.1	17	0.6
9	COCCn1c(=O)c2c3c(sc2n(CC(N)=O)c1=O)CCCC3	9	0.0	13	0.3
10	CC(C)CCNC(=O)C1CCN(Cc2ccccc2Cl)CC1	6	-0.1	16	-0.1
11	C[N+](C)(C)CC=O	1	-0.1	7	0.3
12	Cn1c(Nc2cc(NC3CC3)nc(N)n2)nc2ccccc21	-9	-0.2	-8	0.9
13	COc1ccc(/C=C/C(=O)Nc2cc(OC)c(NC(=O)c3ccccc3)cc2OC)cc1	-1	-0.2	4	-0.7
14	COc1cccc(S(=O)(=O)NCc2ccc(C(=O)O)cc2)c1	7	-0.2	6	-0.9
15	CC(C)CN1CCC(C(=O)N2CCN(c3ccccc3)CC2)CC1	3	-0.2	38	-0.3
16	O=C(Nc1ccc(Br)cc1F)c1cccc2nc3ccccc3nc12	1	0.3	13	-0.4
17	Cc1ccc(C(=O)CCNc2cccc(Cl)c2)o1	2	-0.1	25	-1.9
18	Cc1n[nH]c(C)c1S(=O)(=O)N1CCC(C(=O)N2CCCC(C)C2)CC1 (stereo not given)	6	0.8	19	0.0
19	COc1ccc(C(=O)Nc2nc3ccc4sc(C)nc4c3s2)c(OC)c1	48*	0.6	17	-0.4
20	O=C(CCCN1C(=O)/C(=C\c2ccco2)SC1=S)Nc1ccccc1O	10	0.0	-1	-1.8
21	COc1cc([N+](=O)[O-])ccc1NC(=O)Nc1ccc(C(=O)N2CCCC2)cc1	0	0.0	7	1.1
22	N#CCN(CC#N)C(=O)CCCOc1ccc(Cl)cc1Cl	4	0.2	5	3.3
23	CCOC(=O)/C=C/C(=O)OCC(=O)Nc1ccc([N+](=O)[O-])cc1	12	-0.2	9	0.1
24	CCOC(=O)c1cc(S(=O)(=O)N(CC)Cc2ccccc2)cn1C	6	0.0	-2	-0.6

# Compound profiles, as listed above.
# c1ccc2c(c1)nc(NC1CCCC1)c1nnnn12 is entered as TEAD-YAP inh = -3; FBW7 activator = -0.3; MITF inh = 6; GPR151 ag = 0.2
# Cn1c(Nc2cc(NC3CC3)nc(N)n2)nc2ccccc21 is entered as TEAD-YAP inh = -9; FBW7 activator = -0.2; MITF inh = -8; GPR151 ag = 0.9

# (listing goes on)
no.	smiles	TEAD-YAP inh	FBW7 activator	MITF inh	GPR151 ag
25	Cc1ccccc1-n1c(C)cn2c3c(=O)n(CC(N)=O)c(=O)n(C)c3nc12	-8	0.0	2	0.3
26	C=C(C)CN(CC)C(=O)CC1C(=O)NCCN1CC1CCCCC1 (stereo not given)	5	0.4	19	-1.7
27	Cc1nnc(SCC(=O)Nc2ccc(Br)cc2)s1	-10	1.3	19	-0.9
28	O=c1c2ccc(-c3nnc4n3-c3ccccc3SC4)cc2nc2n1CCCCC2	6	0.0	3	-0.7
29	COC(=O)C1=C(C)N(c2ccc(C)c(C)c2)/C(=C/c2ccc(OC)cc2)C1=O	-1	-0.3	3	0.8
30	O=C1CCC(C(=O)OCc2cccc(C(F)(F)F)c2)=NN1	-1	0.0	7	1.0
31	COc1ccc(C(=O)Nc2ccccc2C(=O)NC(C(=O)NC(C)C)C(C)C)cc1 (stereo not given)	-1	0.2	0	-0.6
32	Nc1c(-c2ccccc2)cnn1-c1ccc([N+](=O)[O-])cc1	-79	0.3	24	-0.6
33	COc1ccc(Br)cc1CNC(=O)CCC(=O)N1CCOc2ccc(C)cc21	7	0.0	6	-1.8
34	COc1ccc(C(=O)Nc2ccnn2C2CCN(C(=O)C3CCCC3)CC2)cc1	2	-0.1	2	-0.1
35	COC(=O)c1cc(CNC(=O)c2cnsn2)cc(NC(=O)C2CCCCC2)c1	-1	0.0	-5	-0.8
36	CCOc1ccccc1NC(=O)CN(C)S(=O)(=O)c1ccc(Br)cc1	10	0.2	21	-1.8
37	O=C(NCc1cccnc1)c1cc(=O)[nH]c2ccc(S(=O)(=O)N3CCCCC3)cc12	-9	0.1	6	-0.2
38	CCCCOC(=O)Nc1ccccc1C(=O)OC	5	0.1	-5	0.6
39	COc1ccc(CNC(C)(C)C)cc1Cl	-8	0.0	-1	1.5
40	C1CN(c2nc3nonc3nc2N2CCSCC2)CCO1	0	-0.1	4	8.9*
41	COc1cccc(C(=O)Nc2ccc(N3CCCC3)c(Cl)c2)c1	-20	-0.1	16	-4.7
42	COC(=O)c1c(NC(=S)Nc2ccc(CC(=O)O)cc2)sc(C)c1C	-1	-0.2	2	0.8
43	O=C(N/C(=C/c1ccc(-c2ccccc2[N+](=O)[O-])o1)C(=O)N1CCCCC1)c1ccccc1	-11	-0.6	15	0.3
44	COC(=O)c1c(NC(=O)CSc2nc(C)cc(C(F)(F)F)n2)sc2c1CCC2	-14	0.2	-18	0.1
45	Cc1ccc(F)c(NC(=O)Nc2ccccc2)c1	-18	0.0	4	-2.2
46	C[C@@H](O)[C@@H]1NC(=O)[C@@H]2C[C@H](NC(=O)c3sccc3Cl)CN2C1=O	-20	0.1	-3	-0.7
47	O=C(O)c1ccc(Nc2nccc(-c3ccccc3)n2)cc1	24	0.2	-2	-1.6
48	C(=C\c1ccco1)/CN1CCc2nnc(C3CCCO3)n2CC1 (stereo not given)	3	0.2	8	0.9
49	CSc1ccccc1NC(=O)c1nn2c(C(F)(F)F)cc(-c3ccccc3)nc2c1Cl	8	-0.3	2	1.0
50	CC1(C)C(=O)N(OCc2ccccc2)C(C)(C)C(=O)N1OCc1ccccc1	-12	0.1	23	-1.2
51	Cc1ccc(NC(=O)COc2cc(=O)n3ccccc3n2)cc1F	-13	0.4	19	-1.1
52	CC1=C(C(=O)OCCOc2ccccc2)C(c2ccccc2F)NC(=O)N1 (stereo not given)	-6	0.1	11	-1.1
53	Cc1cc(C(F)(F)F)c(C#N)c(=O)[nH]1	-3	0.1	15	0.2
54	O=C(NC1CC1)C1CCN(c2cnccn2)CC1	-1	0.0	-3	2.7
55	CCOC(=O)C1=C(C)N=c2s/c(=C/c3cn(C)c4ccccc34)c(=O)n2C1c1cc(OC)ccc1OC (stereo not given)	6	0.2	23	0.5
56	CC(C)OC(=O)c1ccc(NC(=O)C(C)N2C(=O)c3ccccc3C2=O)cc1 (stereo not given)	-2	0.1	7	-0.6
57	CCOC(=O)C1=C(c2ccccc2)NC(SCC(N)=O)=C(C#N)C1c1ccco1 (stereo not given)	2	-0.2	1	0.6
58	O=C(Nc1cccc(NC(=O)c2ccccc2F)c1)c1ccccc1F	-8	0.0	13	1.4
59	CCOC(=O)C1=C(C)N(c2ccc(Br)cc2)C(=O)/C1=C\c1ccc(C(=O)OC)cc1	-12	-0.7	3	16*
60	O=[N+]([O-])c1ccc(O)c(/C=N/NS(=O)(=O)c2ccccc2)c1	8	0.1	-12	0.8
61	COc1ccc(C(=O)c2sc3nc4cc(OC)c(OC)cc4cc3c2N)cc1	-28	-0.1	-7	0.1
62	COc1ccc(-c2nc(C(=O)NCCOc3ccccc3)cs2)cn1	-12	0.2	17	-0.7
63	COc1cc(NC(=O)c2ccc(C)c([N+](=O)[O-])c2)ccc1NC(=O)c1cc2ccccc2o1	-16	-0.1	-15	-0.8
64	N#Cc1cc([N+](=O)[O-])ccc1NCc1ccccc1Cl	5	0.1	1	-0.5
65	COc1ccc(C2Nn3c(C)nnc3SC2C(=O)NCC2CCCO2)cc1 (stereo not given)	9	0.1	2	-0.1
66	Clc1c(-c2nnc3n2CCC3)sc2ccccc12	-8	-0.1	-12	-1.1
67	CN1CCN(C(=O)c2cc3nc(-c4ccc(Cl)c(Cl)c4)cc(C(F)(F)F)n3n2)CC1	-10	-0.1	-6	1.5
68	Cc1ccc(SCC(=O)OCC(=O)NC2CC2)cc1	4	0.2	-1	1.6
69	CCn1nc(C)cc1C(=O)NCCN1Cc2ccccc2OC(c2ccccc2F)C1 (stereo not given)	-7	-0.1	1	0.5
70	O=C(Nc1ccc(-c2nc3ccccc3[nH]2)cc1)c1cc([N+](=O)[O-])ccc1Cl	10	1.3	29	-1.6
71	Brc1ccc2nc(Oc3ccccc3)nc(-c3ccccc3)c2c1	-4	-0.1	-19	0.5
72	Cc1cccc(NC(=O)c2ccccc2NC(=O)c2cccc(S(=O)(=O)N3CCCCC3)c2)c1	3	-0.1	5	-1.2
73	CCSc1ccc(NC(=O)CC2c3ccccc3Oc3ccccc32)cc1	8	-0.1	0	-0.1
74	NS(=O)(=O)c1ccc(N=Cc2cc([N+](=O)[O-])ccc2O)cc1	11	0.0	17	-1.4
75	CNC(=O)COC(=O)c1ccc2c(c1)S(=O)(=O)c1ccccc1C2=O	8	0.8	-8	-1.5
76	CN(C(=O)Cc1cccc2ccccc12)C(C)(C)C#N	14	0.0	13	-0.5
77	Cc1cc(C(F)(F)F)nn1CC(=O)Nn1c(C2CCCCC2)nc2ccccc2c1=O	-3	0.3	-2	-0.6
78	COc1cc(OC)cc(C(=O)N2CCN(S(=O)(=O)c3ccccc3)CC2)c1	8	-0.1	-6	1.0
79	O=C(CC1(c2ccccc2)C(=O)c2ccccc2C1=O)NC1CCCCC1	-6	0.1	-19	-1.1
80	O=C(Cc1ccccc1O)N1CCCC1c1nc2ccccc2[nH]1 (stereo not given)	6	0.0	-6	1.1

# Following part:
no.	smiles	TEAD-YAP inh	FBW7 activator	MITF inh	GPR151 ag
81	N#Cc1ccc(CSc2nc3ccc([N+](=O)[O-])cc3[nH]2)cc1	8	0.1	12	0.6
82	COc1cc(-c2cnc3[nH]c(=O)n(C4CCCC4)c3n2)cc(OC)c1OC	-2	0.0	-14	-0.6
83	COc1ccc(Cl)cc1C(=O)NCc1cc(-c2cc3ccccc3o2)on1	-1	0.0	9	0.1
84	CC(C)Cn1cc(C(=O)NCc2cccnc2)c2c3ccccc3n(C)c2c1=O	2	0.0	2	-0.5
85	CCOC(=O)c1c(NC(=O)c2cc3cc(OC)ccc3oc2=O)sc(C)c1C	6	0.2	7	0.3
86	O=C(CCCn1c(SCC(=O)NCCC2=CCCCC2)nc2ccccc2c1=O)NCc1ccccc1	-9	0.0	1	-0.5
87	Cc1nc(-c2cc3cc(Br)ccc3oc2=O)cs1	1	0.6	-1	-0.7
88	CN1CCC(N(C(=O)c2ccccc2)C2CCN(CCc3ccccc3)CC2)CC1	10	0.1	3	2.4
89	O=C(NCCC1=CCCCC1)c1ccc(N2CC3CC(C2)c2cccc(=O)n2C3)c(NC(=O)c2ccc(Br)o2)c1 (stereo not given)	-3	-0.1	-1	0.2
90	Cc1nc(NCc2ccc(F)cc2)sc1-c1ccn(CCN2CCOCC2)n1	-8	0.2	5	-0.3
91	COCCn1c(SCC(=O)Nc2nc(C)c(C)s2)nnc1-c1ccoc1C	4	0.0	22	-0.2
92	COc1ccc(NC(=O)c2ccc3c(c2)C(=O)N(c2ccccc2OC)C3=O)c(OC)c1	6	-0.2	9	-0.8
93	Nc1ccc(C(=O)OCC(=O)c2cc3ccccc3o2)cc1[N+](=O)[O-]	0	-0.1	2	1.9
94	COc1ccc(OC)c(NC(=O)NCc2noc3ccccc23)c1	-7	0.0	-4	0.8
95	Cc1ccc(CN2CCN(Cc3ccccc3-c3ccco3)CC2CCO)o1 (stereo not given)	8	0.3	16	-1.9
96	c1ccc(OCCNc2nc(N3CCc4ccccc4C3)nc3c2ncn3-c2ccsc2)cc1	0	0.2	13	-1.5
